PERK inhibitor: human PERK inhibition, primary cell-based screen | Q9NZJ5 | CHO PERK-DD fusion, SEAP luminescence translation reporter | inhibition, % at 5.6 µM | hit rate 0.17% among 220,000 | AID 1416;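 active = inhibition above the mean inhibition of all tested compounds plus 3 SD, set separately per screening campaign, cut at about 2.9% in these data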;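 note: PERK kinase domain activated by AP20187 dimerizer at 100 nM; 0% = DMSO with dimerizer and 100% = rapamycin at 8.4 µM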
Target sequence (Q9NZJ5 whole entry, looked up, the tested form may be a part): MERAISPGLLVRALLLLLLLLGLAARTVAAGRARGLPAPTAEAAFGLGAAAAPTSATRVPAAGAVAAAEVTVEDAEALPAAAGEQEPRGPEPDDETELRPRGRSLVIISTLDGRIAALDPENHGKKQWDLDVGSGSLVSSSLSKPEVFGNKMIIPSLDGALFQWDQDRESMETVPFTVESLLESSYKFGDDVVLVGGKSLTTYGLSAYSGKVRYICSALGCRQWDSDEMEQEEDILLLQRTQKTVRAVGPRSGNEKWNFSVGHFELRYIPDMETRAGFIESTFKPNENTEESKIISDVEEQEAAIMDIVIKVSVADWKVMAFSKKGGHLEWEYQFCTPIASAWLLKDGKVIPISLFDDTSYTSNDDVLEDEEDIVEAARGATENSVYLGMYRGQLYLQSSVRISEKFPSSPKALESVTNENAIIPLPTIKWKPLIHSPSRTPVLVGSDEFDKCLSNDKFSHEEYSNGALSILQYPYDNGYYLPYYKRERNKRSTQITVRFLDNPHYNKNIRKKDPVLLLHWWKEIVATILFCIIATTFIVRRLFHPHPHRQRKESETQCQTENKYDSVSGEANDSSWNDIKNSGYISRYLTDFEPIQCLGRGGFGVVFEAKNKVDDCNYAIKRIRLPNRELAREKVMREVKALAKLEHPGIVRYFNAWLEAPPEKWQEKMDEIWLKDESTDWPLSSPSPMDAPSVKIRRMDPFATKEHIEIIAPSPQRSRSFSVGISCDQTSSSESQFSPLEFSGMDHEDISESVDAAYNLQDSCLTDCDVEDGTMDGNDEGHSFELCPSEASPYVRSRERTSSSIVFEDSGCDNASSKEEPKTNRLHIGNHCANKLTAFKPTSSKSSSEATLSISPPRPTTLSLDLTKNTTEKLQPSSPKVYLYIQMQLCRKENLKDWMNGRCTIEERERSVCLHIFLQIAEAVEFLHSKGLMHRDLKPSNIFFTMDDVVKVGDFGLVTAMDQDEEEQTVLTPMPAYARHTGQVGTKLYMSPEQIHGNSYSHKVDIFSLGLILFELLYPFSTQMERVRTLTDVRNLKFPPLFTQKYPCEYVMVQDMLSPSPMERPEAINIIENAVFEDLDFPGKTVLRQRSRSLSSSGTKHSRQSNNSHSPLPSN
EP2 modulator: modulators of human EP2 prostaglandin E2 receptor; P43116; EP2-expressing cells, cAMP HTRF FRET, PGE2 co-stimulation; induction, % at 25 µM; hit rate 0.83% among 260,000;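 active = compounds whose cAMP rise, as percent of the full-agonist control response, exceeds 60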;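 note: rat C6 glioma line stably carrying human EP2 under a CMV promoter; the protocol text gives 20 µM as final concentration; 100% = response of wells given 1 µM PGE2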
PGE2 EP2 inh: EP2 receptor (human) inhibition. P43116. C6 glioma cells expressing human EP2, cAMP TR-FRET; cells stimulated with saturating PGE2. inhibition, % at 25 µM. hit rate 0.52% among 260,000. AID 1422;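 active = percent inhibition above 40 after rounding to a whole number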;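 note: rat C6 glioma host cells with rolipram phosphodiesterase inhibitor present; the protocol text gives 20 µM as final concentration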
Hck-Nef inh: blocks Nef-activated human Hck kinase; hit rate 0.68% among 220,000; Recombinant Hck-YEEI plus Nef, Z-Lyte FRET kinase assay; inhibition, % at 20 µM; P08631; AID 463187;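 active = Hck-Nef kinase inhibition above about 50%, limit read from the data; inactive = inhibition below that limit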;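 note: 0% = DMSO with Hck plus Nef and 100% = Hck alone without Nef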
Runt-CBFb FRET: blocks binding of human RUNX1 Runt domain to CBFb. inhibition, % at 20 µM. hit rate 0.46% among 220,000. Cerulean-Runt/Venus-CBFb FRET ratio 530/480, 1 h. Q01196+Q13951;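 active = inhibition over about 50% at 20 µM in the single-dose screen, limit read from the data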;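 note: 0% = DMSO wells and 100% = excess unlabeled CBFb competitor control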
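Buffer or medium: Tris pH 7.5 buffer with BSA. Assay system: Cerulean-labeled Runt domain protein. Amount: each fluorescent fusion protein 100 nM. Read-out basis: loss of energy transfer signal. Incubation: 1 h compound exposure, room temperature. Probe or stimulus: Venus-CBFb binding partner, 100 nM. Detection: FRET, excitation 422 nm, emission at 530 and 480 nm.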
L929 necroptosis: L929 zVAD cell death inhibition; L929 zVAD necroptosis rescue, ATP luminescence, 24 h; with zVAD 60 µM; viability rescue, % at 10 µM; hit rate 0.38% among 220,000; AID 1377;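 active = activation, scaled between plate controls, above about 75%, limit read from the data; inactive = activation under that limit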;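 note: 0% = zVAD with DMSO and 100% = DMSO alone without zVAD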
RBBP9 inh: blocks human serine hydrolase RBBP9; recombinant RBBP9, FP-Rh probe fluorescence polarization; inhibition, % at 7.94 µM; hit rate 0.2% among 220,000;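 active = inhibition above the campaign mean of all tested compounds plus 3 SD, cut at about 14% in these data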;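 note: plate controls were DMSO wells with RBBP9 for no effect and wells lacking RBBP9 protein for full effect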
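Measured by – fluorescence polarization · Test system – RBBP9 protein · Input – 2.5 µM RBBP9 dispensing solution, before mixing · Measure – percent inhibition from mP, scaled between DMSO and no-protein wells · Benchmarks – DMSO-treated enzyme wells and wells lacking RBBP9 · Times – preincubation 30 min plus labeling 45 min at 25 °C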
TNF necrop inh: inhibitors of TNF-alpha induced necroptosis in Jurkat FADD-/- cells | AID 463075 | activation (protection from cell death), % at 10 µM | Jurkat FADD-/- TNF necroptosis rescue, ATP luminescence, 24 h; 0 = TNF only, 100 = no-TNF cells | hit rate 0.068% among 220,000;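 active = activation, meaning protection from cell death, of at least 50% relative to plate controls; inactive = activation below 50%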;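 note: necroptosis triggered by 40 ng/mL TNF-alpha added together with compound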
Runt-SMMHC FRET: blocks binding of human RUNX1 Runt domain to CBFb-SMMHC; Q01196+Q13951; Cerulean-Runt/Venus-CBFb-SMMHC FRET ratio 530/480, 1 h; inhibition, % at 20 µM; hit rate 0.74% among 220,000;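 active = mean inhibition across duplicate retests at 20 µM reaching about 50%, limit read from the data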;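 note: 0% = DMSO wells and 100% = wells with excess untagged CBFb-SMMHC; inhibitors lower the FRET ratio by blocking Runt binding to CBFb-SMMHC; some results filed as inactive read as strong as hits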
Numbers without * were called inactive. Not all compounds are listed; count on the stated rates, not on these rows.

For O=C(CCn1c(=O)c2ccccc2n(CC(=O)NCCC2=CCCCC2)c1=O)NCc1ccco1 the results were PERK inhibitor -1.1, EP2 modulator 3, PGE2 EP2 inh 4, Hck-Nef inh -7, Runt-CBFb FRET -3, L929 necroptosis 0.3, RBBP9 inh -8, TNF necrop inh -0.4 and Runt-SMMHC FRET -6.
`CC1=NN(c2ccccc2)C(=O)/C1=C\c1sccc1C` gave PERK inhibitor 0.8, EP2 modulator 11, PGE2 EP2 inh 9, Hck-Nef inh 11, Runt-CBFb FRET 0, L929 necroptosis 1.9, RBBP9 inh 2, TNF necrop inh -2.1 and Runt-SMMHC FRET -7.
CCCCn1c(-c2csc(CC)c2)n[nH]c1=S was read as PERK inhibitor 0.9, EP2 modulator 39, PGE2 EP2 inh 1, Hck-Nef inh 5, Runt-CBFb FRET 16, L929 necroptosis 0.4, RBBP9 inh -8, TNF necrop inh 0.0 and Runt-SMMHC FRET 30.
For Cc1nc2ccc(S(=O)(=O)NC(C(=O)NCc3ccco3)C(C)C)cc2s1 (stereo not given) the results were PERK inhibitor 0.0, EP2 modulator 6, PGE2 EP2 inh 26, Hck-Nef inh -3, Runt-CBFb FRET 1, L929 necroptosis 0.0, RBBP9 inh -1, TNF necrop inh 0.3 and Runt-SMMHC FRET -3.
CCOC(=O)C1CCN(C(=O)Cc2ccccc2OC)CC1 was read as PERK inhibitor 0.6, EP2 modulator 3, PGE2 EP2 inh 19, Hck-Nef inh 15, Runt-CBFb FRET -1, L929 necroptosis 3.8, RBBP9 inh 9, TNF necrop inh 1.6 and Runt-SMMHC FRET 0.
`Cc1cc(C(=O)CN2CCC(C)CC2)c(C)n1-c1ccc(F)cc1` gave PERK inhibitor -0.5, EP2 modulator 11, PGE2 EP2 inh 9, Hck-Nef inh 0, Runt-CBFb FRET 3, L929 necroptosis 0.3, RBBP9 inh -11, TNF necrop inh -1.3 and Runt-SMMHC FRET 4.
Screening Cc1nc(-c2ccccc2)ccc1C(=O)O returned PERK inhibitor 1.1, EP2 modulator 11, PGE2 EP2 inh 2, Hck-Nef inh 24, Runt-CBFb FRET 0, L929 necroptosis 0.7, RBBP9 inh -9, TNF necrop inh -0.7 and Runt-SMMHC FRET 0.
`CS(=O)(=O)c1ccc(-c2nnn(CC(N)=O)n2)cc1` gave PERK inhibitor -0.7, EP2 modulator 0, PGE2 EP2 inh 0, Hck-Nef inh 23, Runt-CBFb FRET -7, L929 necroptosis 0.7, RBBP9 inh -17, TNF necrop inh 0.6 and Runt-SMMHC FRET 12.
O=C(COC(=O)CCCSc1nc2ccccc2[nH]1)Nc1ccc(Oc2ccccc2)cc1 was read as PERK inhibitor 0.3, EP2 modulator 22, PGE2 EP2 inh 7, Hck-Nef inh 2, Runt-CBFb FRET 8, L929 necroptosis -0.2, RBBP9 inh -20, TNF necrop inh 1.0 and Runt-SMMHC FRET -44.
`O=C1NC(=O)C(CC(=O)N(c2ccccc2)C2(C(=O)NC3CCCC3)CCCCC2)N1` (stereo not given) gave PERK inhibitor -0.4, EP2 modulator 14, PGE2 EP2 inh 15, Hck-Nef inh -18, Runt-CBFb FRET 1, L929 necroptosis -0.4, RBBP9 inh -15, TNF necrop inh -1.3 and Runt-SMMHC FRET 0.
`Cc1cccc(NC(=S)N2CCC(c3nc4ccccc4s3)CC2)c1` gave PERK inhibitor 0.1, EP2 modulator -39, PGE2 EP2 inh 8, Hck-Nef inh -2, Runt-CBFb FRET -1, L929 necroptosis 0.1, RBBP9 inh -5, TNF necrop inh -6.3 and Runt-SMMHC FRET 0.
Screening CCC1=NN2C(=N)/C(=C/c3cc(C)n(Cc4ccccc4)c3C)C(=O)N=C2S1 returned PERK inhibitor -1.2, EP2 modulator -41, PGE2 EP2 inh 15, Hck-Nef inh 15, Runt-CBFb FRET -7, L929 necroptosis 0.5, RBBP9 inh -1, TNF necrop inh 0.9 and Runt-SMMHC FRET 6.
Screening CN(C)CC#CCC(O)(c1ccccc1)c1ccccc1 returned PERK inhibitor -1.1, EP2 modulator -29, PGE2 EP2 inh 10, Hck-Nef inh 18, Runt-CBFb FRET 0, L929 necroptosis -0.6, RBBP9 inh -3, TNF necrop inh 2.7 and Runt-SMMHC FRET 1.
For Cc1ccccc1NC(=O)CN1C(=O)NC2(CCCCC2)C1=O the results were PERK inhibitor -0.9, EP2 modulator 19, PGE2 EP2 inh 9, Hck-Nef inh 1, Runt-CBFb FRET 2, L929 necroptosis 0.6, RBBP9 inh 1, TNF necrop inh 0.9 and Runt-SMMHC FRET 4.
Screening C/C(=N\N=C1\NC(=O)CS1)c1cccs1 returned PERK inhibitor 0.5, EP2 modulator 12, PGE2 EP2 inh 10, Hck-Nef inh 16, Runt-CBFb FRET 1, L929 necroptosis 3.3, RBBP9 inh -6, TNF necrop inh 1.5 and Runt-SMMHC FRET 3.
For COC(=O)c1ccc(CSCC(=O)Nc2cc(OC)cc(OC)c2)o1 the results were PERK inhibitor -0.8, EP2 modulator -5, PGE2 EP2 inh 10, Hck-Nef inh 2, Runt-CBFb FRET 2, L929 necroptosis 0.2, RBBP9 inh -12, TNF necrop inh -0.6 and Runt-SMMHC FRET 2.
`Cc1cccc(Oc2ncnc(N)c2[N+](=O)[O-])c1C` gave PERK inhibitor 0.9, EP2 modulator 22, PGE2 EP2 inh 1, Hck-Nef inh 2, Runt-CBFb FRET 0, L929 necroptosis 0.7, RBBP9 inh -8, TNF necrop inh 0.6 and Runt-SMMHC FRET 4.
For Cc1cc(NC(=O)/C(C#N)=C/c2ccc(-c3cccc(C(F)(F)F)c3)o2)n(-c2ccccc2)n1 the results were PERK inhibitor -0.2, EP2 modulator 20, PGE2 EP2 inh 7, Hck-Nef inh 2, Runt-CBFb FRET -25, L929 necroptosis 3.1, RBBP9 inh 0, TNF necrop inh -0.7 and Runt-SMMHC FRET -65.
Screening COc1ccc(C2CC23N=C(c2ccccc2)OC3=O)cc1 (stereo not given) returned PERK inhibitor 0.3, EP2 modulator -32, PGE2 EP2 inh -1, Hck-Nef inh -5, Runt-CBFb FRET -2, L929 necroptosis -0.3, RBBP9 inh -7, TNF necrop inh 0.3 and Runt-SMMHC FRET 1.
O=C(Nc1cccc(C(F)(F)F)c1)c1cc(S(=O)(=O)N2CCCCC2)ccc1N1CCOCC1 was read as PERK inhibitor 0.7, EP2 modulator -6, PGE2 EP2 inh 10, Hck-Nef inh 0, Runt-CBFb FRET -4, L929 necroptosis 0.7, RBBP9 inh -3, TNF necrop inh 4.9 and Runt-SMMHC FRET 12.
COc1ccc(CNC(=O)/C(C#N)=C2\N=C(NC(=O)c3cccs3)c3ccccc32)cc1 was read as PERK inhibitor 0.5, EP2 modulator 14, PGE2 EP2 inh 7, Hck-Nef inh -4, Runt-CBFb FRET 2, L929 necroptosis 2.0, RBBP9 inh -2, TNF necrop inh -0.7 and Runt-SMMHC FRET -18.
`Cc1cc(C(F)(F)F)nc(CCNCc2c(C(=O)N3CCCC3)nc3ccccn23)n1` gave PERK inhibitor -0.1, EP2 modulator -35, PGE2 EP2 inh 4, Hck-Nef inh 16, Runt-CBFb FRET 2, L929 necroptosis -0.4, RBBP9 inh -2, TNF necrop inh -1.0 and Runt-SMMHC FRET -2.
For CC(=O)Nc1ccc(N2CCCCC2)cc1 the results were PERK inhibitor 0.4, EP2 modulator 0, PGE2 EP2 inh 8, Hck-Nef inh 1, Runt-CBFb FRET 2, L929 necroptosis -0.2, RBBP9 inh -4, TNF necrop inh -1.1 and Runt-SMMHC FRET -1.
`N#Cc1ccc[n+](CC(=O)c2ccc(NC(=O)c3ccccc3)cc2)c1` gave PERK inhibitor 0.5, EP2 modulator -14, PGE2 EP2 inh 10, Hck-Nef inh 12, Runt-CBFb FRET -2, L929 necroptosis 0.5, RBBP9 inh -10, TNF necrop inh 3.3 and Runt-SMMHC FRET -4.
Screening COC(=O)c1cccc(NC(=O)/C(=C\c2ccccc2)NC(=O)c2ccccc2Cl)c1 returned PERK inhibitor -0.3, EP2 modulator 8, PGE2 EP2 inh 12, Hck-Nef inh -1, Runt-CBFb FRET -2, L929 necroptosis 1.0, RBBP9 inh -1, TNF necrop inh -12 and Runt-SMMHC FRET 3.
For CCC(CC)=NNC(=O)c1ccccc1OCc1ccc(F)cc1 the results were PERK inhibitor -0.7, EP2 modulator 12, PGE2 EP2 inh 6, Hck-Nef inh 1, Runt-CBFb FRET 1, L929 necroptosis 0.2, RBBP9 inh -8, TNF necrop inh -2.2 and Runt-SMMHC FRET -3.
`CCN(CC)S(=O)(=O)c1ccc(N2CCOCC2)c(NS(=O)(=O)c2cc(C(C)(C)C)ccc2C)c1` gave PERK inhibitor -0.8, EP2 modulator 26, PGE2 EP2 inh 12, Hck-Nef inh -1, Runt-CBFb FRET -8, L929 necroptosis -0.5, RBBP9 inh -7, TNF necrop inh 1.7 and Runt-SMMHC FRET -7.
O=C(CSCc1ccc(Cl)cc1)NCc1ccc2c(c1)OCO2 was read as PERK inhibitor 0.0, EP2 modulator -16, Hck-Nef inh 3, Runt-CBFb FRET 2, L929 necroptosis -0.8, RBBP9 inh -9, TNF necrop inh 1.0 and Runt-SMMHC FRET 1.
Screening CCOc1ccc(C(=O)NCc2ccccn2)cc1 returned PERK inhibitor 0.2, EP2 modulator 3, PGE2 EP2 inh 9, Hck-Nef inh -2, Runt-CBFb FRET -2, L929 necroptosis 2.4, RBBP9 inh -13, TNF necrop inh 0.2 and Runt-SMMHC FRET 3.
CC1CCCCC12NC(=O)N(CC(=O)c1ccc[nH]1)C2=O (stereo not given) was read as PERK inhibitor 0.9, EP2 modulator 25, PGE2 EP2 inh 10, Hck-Nef inh 2, Runt-CBFb FRET -2, L929 necroptosis 1.1, RBBP9 inh 0, TNF necrop inh -0.7 and Runt-SMMHC FRET -2.
Screening O=C(NNC(=O)c1cnccc1C(F)(F)F)c1ccc(Cl)cc1 returned PERK inhibitor 1.3, EP2 modulator -13, PGE2 EP2 inh 4, Hck-Nef inh 12, Runt-CBFb FRET 1, L929 necroptosis 0.1, RBBP9 inh -3, TNF necrop inh 0.4 and Runt-SMMHC FRET -1.
Cn1c(CN2CCCC2)nc2cc(NC(=O)c3ccc(Cl)cc3)ccc21 was read as PERK inhibitor 0.1, EP2 modulator -13, PGE2 EP2 inh 3, Hck-Nef inh 0, Runt-CBFb FRET 0, L929 necroptosis 5.0, RBBP9 inh -2, TNF necrop inh 2.6 and Runt-SMMHC FRET -3.
Screening CN(C)c1ccc(/C=[N+](\[O-])C2N(c3ccccc3)C(=S)SC2(C)C)cc1 (stereo not given) returned PERK inhibitor -0.3, EP2 modulator 3, PGE2 EP2 inh 8, Hck-Nef inh 1, Runt-CBFb FRET -4, L929 necroptosis 0.9, RBBP9 inh -5, TNF necrop inh 3.0 and Runt-SMMHC FRET -2.
Screening COC(=O)c1cc2nc(-c3ccccc3)cc(C(F)(F)F)n2n1 returned PERK inhibitor -0.2, EP2 modulator -4, PGE2 EP2 inh 11, Hck-Nef inh 7, Runt-CBFb FRET 6, L929 necroptosis 0.0, RBBP9 inh -8, TNF necrop inh -2.4 and Runt-SMMHC FRET 5.
